# MCF10A rerep: DNA re-replication induction in MCF 10a cells | Potency, µM (series often up to 46.1 µM), without a hit: at the top dose activity, positive = re-replication, usual class: activators | MCF 10A DNA re-replication, Hoechst nuclear intensity, 48 h | 2.9% of 350,000 active | AID 624296; further: potency means the concentration at half of the fitted maximal effect; % of control where 0% means no effect; nearly all actives have a fitted effect of over 50% in size
# HepG2 tox: kills HepG2 cells in TGF-b inhibitor counter-screen; HepG2 CAGA-GFP viability, ATP luminescence, 18 h; AID 588856; 0.76% of 410,000 active; Potency, µM (highest dose often 46.1 µM), for inactives: at the highest dose activity change, negative = cytotoxicity, hits mostly cytotoxic; further: potency means the concentration at half of the fitted maximal effect; some results filed as inactive show a strong effect at the top dose
#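 CellTiter-Glo luminescence gave cytotoxicity after 18 hours at 37 degrees C. The cells were HepG2 CAGA-GFP in 1% FBS DMEM, stimulated with 500 pg/mL TGF-beta after compound addition. %Activity was normalised to no-cell wells (complete cell-killing) and DMSO (no toxicity), and curves were fitted and classified.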
# S2 tox: reduces viability in counter-screen for ATXN expression inhibitors | AID 651635 | Potency, µM (series often up to 56.7 µM), most hits filed as cytotoxic | S2 cells (HEK-293 line with an ATXN2-luciferase reporter) viability, CellTiter-Fluor protease fluorescence, 24 h | 0.49% of 400,000 active; further: potency means the concentration at half of the fitted maximal effect; nearly all actives have a fitted effect of over 40% in size
# HT1080 IDH1KD tx: kills HT-1080 cells with IDH1 knockdown. 2% of 360,000 active. AID 686971. Potency, µM (titrated, usually from 46.1 µM), without a hit: at the top dose activity, negative = toxicity, usual class: cytotoxic. HT-1080 IDH1 knockdown viability, ATP luminescence, 48 h;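 further: potency means the concentration at half of the fitted maximal effect; 0% = DMSO wells and -100% = cell-free medium wells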
#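 Cytotoxicity counter-line: IDH1KD HT-1080, 48 h, CellTiter-Glo. Curves classed by r2, magnitude and activity.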
# IL-1B inflam inh: inhibitors of inflammasome signaling (IL-1 beta secretion). activity change, % at 57.5 µM. 4.7% of 360,000 active. THP-1 LPS/ATP IL-1B secretion, AlphaLISA, 16 h; stronger effect = lower value; in the data active means activity change below about -50%; inconclusive means mostly about -30% to -49%; further: on the % scale 0 is the no-effect control and ±100 the full control effect
#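 THP-1 cells pretreated 1 hr with compounds (up to 57.5 uM final), then stimulated with LPS (250 ng/mL final) plus ATP (1.25 mM final); secreted IL-1B measured by AlphaLISA after 16 hr, decreased signal indicating inhibition.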
# SW480 rereplic: inducers of DNA re-replication in SW480 colon cancer cells; SW480 DNA re-replication, Hoechst DNA content imaging, 48 h; Potency, µM (titrated, usually from 46.1 µM), for the others: top-dose re-replication activation, most hits filed as activators; 1.8% of 340,000 active; further: potency means the concentration at half of the fitted maximal effect; % of control where 0% means no effect; nearly all actives have a fitted effect of over 55% in size
#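 250 cells/well; 23 nL cpd via pin tool; 48 hr, 37 C, 5% CO2; Hoechst 40 min; imager read of total nuclear intensity, ex 405/em 500-530 nm.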
# HT1080-NT tox: kills 2HG-producing HT-1080-NT fibrosarcoma cells; HT-1080-NT fibrosarcoma viability, CellTiter-Glo ATP luminescence, 48 h; AID 686970; Potency, µM (titrated, usually from 46.1 µM), for the others: top-dose activity, negative = less viability, actives largely listed as cytotoxic; 1.6% of 360,000 active;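 further: NT is the 2HG producing partner of a matched IDH1 knockdown line; potency means the concentration at half of the fitted maximal effect; 0% = DMSO-treated cells and -100% = media-only wells without cells; nearly all actives have a fitted effect of over 55% in size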
#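 A 48-hour cytotoxicity screen used HT-1080-NT cells plated 2 hours before compound delivery. ATP-based CellTiter-Glo luminescence measured viability, normalized to DMSO and no-cell controls.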
# ATXN2 expr inh: ATXN2 expression inhibition | Potency, µM (doses to about 57 µM), inactives show at the top dose activity change, negative = inhibition, usual class: inhibitors | 0.72% of 360,000 active | AID 1745845 | HEK-293 ATXN2-luciferase reporter, luminescence, 24 h; further: potency means the concentration at half of the fitted maximal effect; on the % scale 0 is the no-effect control and ±100 the full control effect; nearly all actives have a fitted effect of over 55% in size
#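 qHTS (up to 57 uM final) was run with 24 h compound exposure of reporter cells at 37 °C. Each well was multiplexed: SteadyGlo luminescence measured ATXN2-luciferase expression after a fluorogenic Gly-Phe-AFC viability readout (25 uM final).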
# KB-3-1 cytotox: KB-3-1 parental cell cytotoxicity. AID 1347075. KB-3-1 viability, CellTiter-Glo ATP luminescence, 72 h. 1.4% of 400,000 active. Potency, µM (series often up to 46.1 µM), inactives show top-dose activity change, negative = cytotoxic, hits mostly cytotoxic; further: potency means the concentration at half of the fitted maximal effect; on the % scale 0 is the no-effect control and ±100 the full control effect; nearly all actives have a fitted effect of over 60% in size
#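 Multi-concentration cytotoxicity screen in KB-3-1 cells grown in DMEM lacking phenol red with 10% FBS. After 72 h at 37 °C with compound, ATP-dependent luminescence was recorded.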
# The depositor's hits bear a star; i = inactive; u = inconclusive; x = not tested or not shown; [ ] = remark or other dose. Unless noted, the call rests on the fitted dose curve; in most records, active means well fitted curve in the direction sought with a large enough effect; inconclusive means small, poorly fitted or top-dose-only effect, or another doubt; inactive means no such curve, though single readings can be large; an effect the other way counts as inactive or inconclusive.
SMILES,MCF10A rerep,HepG2 tox,S2 tox,HT1080 IDH1KD tx,IL-1B inflam inh,SW480 rereplic,HT1080-NT tox,ATXN2 expr inh,KB-3-1 cytotox
Cc1ccc(S(=O)(=O)N(c2ccc(Br)cc2)C2C=CS(=O)(=O)C2)cc1 (configuration not stated),-10%,-9%,i,5%,-16,-10%,1%,-4%,-11%
Cc1cc(C)c(S(=O)(=O)N2CCOCC2)cc1C,9%[9.22 µM],-18%,i,7%,9,-14%,2%,-9%,2%
O=C(COC(=O)c1cccs1)NCc1cccs1,4%,5%,i,12%,-7,-1%,-15%,1%,-8%
COc1ccccc1-c1n[nH]nc1C1=CC(=O)CC(C)(C)C1,x,-20%,i,2%,-12,x,2%,3%,7%
CC1CC(C)C(=O)C(C(CC2CC(=O)NC(=O)C2)OC(=O)CC(=O)c2ccccc2)C1 (configuration not stated),u,-9%,u,u,3,11%,u,3.5µM*,2.6µM*
CC(=O)Nc1ccc(S(=O)(=O)N2CCN(S(=O)(=O)N3CCCCCC3)CC2)cc1,4%,-9%,i,-5%,2,-2%,-4%,-28%,-8%
Cc1cccc(C(C)C)c1NC(=O)Cc1ccc(S(=O)(=O)N2CCOCC2)s1,2%,-8%,i,-7%,-4,4%,3%,1%,-11%
COc1cc(CO)ccc1OCc1nnnn1-c1ccc(C)cc1,1%,-12%,i,1%,13,1%,-3%,6%,4%
CCN(CC)c1ncnc2c1ncn2[C@H]1CN(Cc2cccs2)C[C@@H](CO)O1,x,-1%,i,-12%,-12,x,0%,-5%,0%
COc1ccc(C(=O)NCc2cc(C(C)C)no2)cc1OC1CCN(C(C)C)CC1,7%,0%,i,3%,13,4%,17%,-3%,21%
COc1ccc(-c2nnc3n2N=C(C)CS3)cc1,1%,-14%,i,3%,-6,-6%,6%,8%,5%
COc1ccccc1C(O)(C(=O)N(NC(C)=O)c1ccccc1)c1ccccc1OC,2%,2%,i,15%,2,-4%,12%,-3%,6%

# The last 2 entries of the part before are carried over, then new ones follow.
SMILES,MCF10A rerep,HepG2 tox,S2 tox,HT1080 IDH1KD tx,IL-1B inflam inh,SW480 rereplic,HT1080-NT tox,ATXN2 expr inh,KB-3-1 cytotox
COc1ccc(-c2nnc3n2N=C(C)CS3)cc1,1%,-14%,i,3%,-6,-6%,6%,8%,5%
COc1ccccc1C(O)(C(=O)N(NC(C)=O)c1ccccc1)c1ccccc1OC,2%,2%,i,15%,2,-4%,12%,-3%,6%
Cc1cccn2c(CN[C@H]3CCCCNC3=O)c(C(=O)N3CCOCC3)nc12,-1%,5%,i,6%,40,-28%,2%,11%,13%
O=C(CCN1C(=O)/C(=C/c2ccccc2F)SC1=S)NC1C=CS(=O)(=O)C1 (configuration not stated),u,-11%,u,-10%,-24,u,7%,x,6%
COc1ccc([N+](=O)[O-])cc1NC(=O)Cc1ccc(Cl)cc1,11%,-14%,i,u,-4,-1%,u,-18%,0%
O=C(NCCCNC(=O)c1cccs1)c1cccs1,-3%,-93%,i,3%,15,0%[9.22 µM],5%,-6%,u
Cc1sc2ncn(CC(=O)N3CCN(c4ccccc4)CC3)c(=O)c2c1S(=O)(=O)N1CCC(C)CC1,x,-20%,i,x,x,x,x,-8%,-3%
O=C(O)c1cccc(NC(=O)c2cn(-c3ccccc3)nc2-c2ccncc2)c1,-13%,14%,i,4%,3,-3%,6%,x,2%
COc1cccc(N=Nc2ccc3ccccc3c2O)c1,7%,-1%,u,1%,-4,-6%,-1%,x,-24%
O=C(CNC(=O)c1cccs1)NCCc1ccco1,-5%,-3%,i,0%,13,-2%,7%,8%,5%
O=C(NCCc1c[nH]c2ccccc12)c1[nH]c(C(F)(F)F)nc1-c1ccccc1,x,-12%,i,-6%,36,x,-4%,-17%,0%
COC(=O)CCC(=O)OC1(C)C(=O)C2=CN(c3ccc(OC)cc3)C(c3ccc(OC)cc3)=CC2=C(Br)C1=O (configuration not stated),6%,-11%,i,-5%,2,8%,-7%,-9%,-1%
COc1ccc(NC(=O)C2(C)Cc3c(-c4ccccc4)ccnc3O2)cn1 (configuration not stated),x,1%,u,u,64,x,u,-4%,u
CCOC(=O)CNC1CC(=O)N(c2ccc(Br)cc2)C1=O (configuration not stated),0%,-11%,i,2%,-12,-15%,-2%,3%,2%

# Results in KB-3-1 cytotox and HepG2 tox, for 2 of the compounds above:
Structure	KB-3-1 cytotox	HepG2 tox
O=C(O)c1cccc(NC(=O)c2cn(-c3ccccc3)nc2-c2ccncc2)c1	2%	14%
Cc1sc2ncn(CC(=O)N3CCN(c4ccccc4)CC3)c(=O)c2c1S(=O)(=O)N1CCC(C)CC1	-3%	-20%

# Additional structures.
SMILES,MCF10A rerep,HepG2 tox,S2 tox,HT1080 IDH1KD tx,IL-1B inflam inh,SW480 rereplic,HT1080-NT tox,ATXN2 expr inh,KB-3-1 cytotox
Cc1onc(-c2ccccc2)c1C(=O)OCC(=O)NC(C)c1ccc(Cl)cc1 (configuration not stated),6%,-3%,i,-26%,-25,-1%,-14%,-10%,-2%
CC1CCCCC1NC(=O)CCCCn1c(=O)[nH]c2ccsc2c1=O (configuration not stated),4%,-3%,i,-2%,12,-10%,-1%,-7%,16%
COC(=O)c1nc(NC(=S)NC(=O)c2cccs2)sc1C,3%,-12%,i,-6%,26,3%,-10%,17%,-6%
O=C(NCc1cccs1)c1noc2c1CCCC2,u,-4%,i,18µM*,13,u,u,0%,-26%
COCCN(C(=O)Nc1ccccc1)c1ccccc1C,-8%,-12%,i,7%,4,4%,1%,8%,0%
O=C(CSc1nc2c(c(=O)[nH]1)CCCC2)Nc1ccc(Cl)cc1F,3%,-18%,i,-18%,104,3%,-15%[9.24 µM],2%,-19%
OC(Cc1ccccc1)c1ncc(-c2ccc(Cl)cc2)[nH]1 (configuration not stated),x,-13%,i,u,7,x,u,2%,u
CCN(CC)c1ccc(/C=C2/C(=O)ON=C2C)cc1,15%,-24%,i,-18%,8,-11%,-9%,-11%,-3%
CC(C(=O)NC1CCCC1)N1CCN(S(=O)(=O)c2ccccc2Cl)CC1 (configuration not stated),6%,-10%,i,6%,-4,u,0%,9%,6%
O=c1[nH]c(-c2ccccc2)cs1,3%,-2%,i,-9%,16,-121%[inhibitor],6%,3%,3%
O=C(N/N=C/c1cccc([N+](=O)[O-])c1)c1ccncc1,-3%,2%,i,3%,23,-10%,-2%,9%,2%
CC(C)OC(=O)/C(=C\c1ccccc1)NC(=O)c1ccccc1,6%,-1%,i,-1%,-2,-4%,1%,x,5%
CCCOc1ccc(CNC(=O)C2CCN(c3nc4ccccc4nc3C(F)(F)F)CC2)cc1,x,-1%,i,x,x,x,x,7%,-24%
CC1CCCN(c2nc3c(c(=O)[nH]c(=O)n3C)n2CCCc2ccccc2)C1 (configuration not stated),4%,-17%,i,0%,4,-13%,-2%,0%,2%
CCCCCCN1Cc2ccccc2C1,1%,2%,i,4%,0,-1%,12%,-6%,16%
O=C(Nc1cccc(F)c1)c1ccc(S(=O)(=O)N2CCCCC2)cc1,16%,-6%,i,6%,-6,-4%,-2%,5%,-19%
CCn1ccnc1CN(C)Cc1nc(-c2ccc(C(=O)OC)cc2)no1,0%,-17%,i,-5%,0,u,-8%,-10%,u
CC(=O)c1ccc(NC(=O)CSc2nccn2CCc2ccccc2)cc1,-20%,21%,i,7%,-2,-11%,8%,31%[activator],-11%
CC(=O)N1c2ccc(S(=O)(=O)N(C)CC(=O)Nc3ccccc3C)cc2CC1C (configuration not stated),3%,-22%,i,6%,6,5%,4%,9%,-23%
CCc1ccc(N2CC(C)Cn3c2nc2c3c(=O)n(CCN3CCOCC3)c(=O)n2C)cc1 (configuration not stated),-1%,-4%,i,0%,-7,-4%[9.22 µM],5%,-1%,-1%
CCOC(=O)C1CCCN(C(=O)c2cc(C)oc2C)CC1 (configuration not stated),x,7%,i,13%,1,x,24%,14%,0%
COc1cc(C)c(S(=O)(=O)N2CCCC2)cc1C,16%,4%,i,5%,22,-1%,3%,1%,11%
CCC(=O)Nc1cccc(NC(=O)CSc2nnnn2C)c1,3%,-14%,i,2%,-2,-3%,1%,-8%,-2%
COc1ccc(OC(C)C(=O)NC(C)c2ccccc2)cc1 (configuration not stated),1%,-25%,i,2%,-20,-7%,13%,x,-2%
CCOc1ccc(N(CC(=O)NC(C)C)C(=O)CCC(=O)Nc2ccccn2)cc1,-1%,23%,i,-2%,-5,u,-3%,-19%,13%
CC(=O)NN1C(=O)c2ccccc2NC1c1ccc([N+](=O)[O-])o1 (configuration not stated),15%,-22%,i,-14%,0,23µM*,-18%,-19%,u
CCOC(=O)C1C(=O)CC(C)(O)C(C(=O)OCC)C1c1ccc(OC)cc1 (configuration not stated),-2%,-18%,i,9%,13,0%,8%,-4%,2%
CCn1c(SCC(=O)NCCc2ccc(OC)c(OC)c2)nc2c1c(=O)n(C)c(=O)n2C,10%,-1%,i,21%,-23,-7%,6%,3%,8%
CN(CC(=O)Nc1ccc(OC(F)(F)F)cc1)S(=O)(=O)c1ccc2c(c1)CCC(=O)N2,x,-7%,i,x,x,x,x,-25%,-4%
CCOC(=O)N1CCN(Cc2nc3c(c(=O)n(C)c(=O)n3C)n2Cc2cccc3ccccc23)CC1,1%,-7%,i,-2%,-4,1%,-10%,-8%,-25%
CN(C)S(=O)(=O)c1cccc(NC(=O)c2ccccc2SCC(=O)N2CCCC2)c1,x,0%,i,15%,34,x,5%,x,-2%
COc1ccc(NC(=O)CN2CCN(c3ccccn3)CC2)cc1Cl,0%,-16%,i,8%,0,-17%,7%,-6%,9%
COc1cc(OC)nc(NC(=O)CSc2nnc(-c3ccccc3)n2C2CCCCC2)n1,0%,15%,i,13%,-24,-6%,16%,7%,-2%
CCCCOc1ccc(C(=O)N2CCN(CCc3ccccn3)CC2)cc1,x,5%,i,x,x,x,x,10%,19%
